PME-1 inh: blocks human protein phosphatase methylesterase 1; recombinant PME-1, FP-Rh probe fluorescence polarization; inhibition, % at 5.9 µM; actives 0.53% (n = 320,000); AID 2130;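 active = inhibition above the campaign mean of all compounds plus 3 SD, cut at about 26% in these data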;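 also: competitive labeling of PME-1 active site by serine hydrolase directed probe; 0% = PME-1 with DMSO and 100% = wells lacking PME-1 enzyme; inhibitors block probe labeling so polarization falls and inhibition rises; many of its hits are not listed in these tables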
Target sequence (Q9Y570 whole entry, looked up): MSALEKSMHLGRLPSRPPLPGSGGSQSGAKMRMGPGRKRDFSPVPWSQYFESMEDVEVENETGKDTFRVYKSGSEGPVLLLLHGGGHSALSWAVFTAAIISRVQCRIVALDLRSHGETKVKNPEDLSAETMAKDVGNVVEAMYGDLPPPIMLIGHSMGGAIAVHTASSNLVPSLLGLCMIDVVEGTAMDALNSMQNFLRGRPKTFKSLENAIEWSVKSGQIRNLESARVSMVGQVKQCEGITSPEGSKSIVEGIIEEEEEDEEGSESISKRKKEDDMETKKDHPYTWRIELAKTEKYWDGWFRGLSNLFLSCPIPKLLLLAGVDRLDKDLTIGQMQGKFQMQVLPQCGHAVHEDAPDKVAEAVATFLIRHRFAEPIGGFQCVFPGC
GLD-1 TGE inh: GLD-1-TGE RNA interaction inhibition (C. elegans); Q17339; purified GLD-1 + fluorescein TGE RNA, fluorescence polarization; inhibition, % at 5.96 µM; actives 0.44% (n = 320,000);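 active = percent inhibition above a per-plate cutoff, the plate mean of test compounds plus 3 SD, cut at about 30% in these data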;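 also: 0% = DMSO wells with GLD-1 and probe and 100% = wells lacking GLD-1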
PAFAH1B2 inh: inhibitors of human PAFAH1B2; recombinant PAFAH1B2, FP-rhodamine activity probe, fluorescence polarization; inhibition, % at 3.39 µM; actives 1.2% (n = 340,000); AID 492953;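 active = inhibition above the mean of all tested compounds plus 3 SD, cut at about 24% in these data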;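 also: 0% = enzyme with DMSO and 100% = wells lacking PAFAH1B2; many of its hits are not listed in these tables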
Fam108B inh: counter-screen for RBBP9 inhibitors: inhibitors of mouse Fam108B; recombinant Fam108B, FP-Rh probe fluorescence polarization; actives 0.33% (n = 300,000); inhibition, % at 9.51 µM; AID 1947;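 active = inhibition above the screen mean inhibition plus 3 SD, computed separately per campaign, cut at about 18% in these data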;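 also: inhibitors lower polarization as less probe binds the enzyme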
MEX-5 binding: C. elegans MEX-5 TCR-2 RNA binding activity; Q9XUB2; MEX-5/FITC-TCR2 RNA binding, fluorescence polarization; hits give low values; activity score (negative = inhibition of binding), % at 10 µM; actives 0.38% (n = 300,000);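 active = inhibition past about -25% in most replicates, and total fluorescence under double the plate's negative control median, limit read from the data; inconclusive = replicates evenly split on the limit, or fluorescence at least double controls; inactive = too little inhibition in most replicates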;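 also: 0% = DMSO and -100% = 5 µM competing unlabeled TCR2 RNA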
AHR act: activators of human aryl hydrocarbon receptor; activation, % at 5 µM; P35869; AHR-responsive luciferase reporter cells, luminescence; actives 2.5% (n = 320,000); in the data active = activation above about 47%;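 also: 0% = vehicle wells and 100% = reference agonist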
pPAFAH FP inh: pPAFAH (human) enzyme inhibition; Q13093; recombinant pPAFAH, FP-rhodamine probe fluorescence polarization; inhibition, % at 3.39 µM; actives 1.5% (n = 330,000); AID 463082;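 active = inhibition above the mean inhibition across the screen plus 3 SD, cut at about 25% in these data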;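 also: inhibitors block binding of the rhodamine activity-based probe so polarization drops; 0% = enzyme with DMSO and 100% = wells lacking pPAFAH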
Target sequence (Q13093 whole entry, looked up): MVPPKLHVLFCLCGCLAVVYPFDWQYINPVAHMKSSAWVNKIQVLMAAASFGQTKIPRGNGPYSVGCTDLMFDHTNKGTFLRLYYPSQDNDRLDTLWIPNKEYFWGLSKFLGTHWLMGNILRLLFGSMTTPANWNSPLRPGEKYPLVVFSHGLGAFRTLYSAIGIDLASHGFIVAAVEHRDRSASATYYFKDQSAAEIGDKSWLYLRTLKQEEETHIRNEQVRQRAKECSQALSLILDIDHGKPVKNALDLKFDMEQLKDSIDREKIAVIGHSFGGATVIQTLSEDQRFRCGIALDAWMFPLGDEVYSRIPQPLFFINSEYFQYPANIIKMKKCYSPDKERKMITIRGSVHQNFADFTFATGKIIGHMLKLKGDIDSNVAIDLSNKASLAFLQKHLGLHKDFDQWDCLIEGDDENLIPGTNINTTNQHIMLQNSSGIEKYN
MCL1 BIM primary: disrupts human MCL1 binding to BIM-BH3 peptide; Q07820; GST-MCL1 / FITC-Bim-BH3 fluorescence polarization; inhibition, % at 10.9 µM; actives 0.68% (n = 320,000);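 active = inhibition above the mean inhibition of all tested compounds plus 3 SD, set per campaign, cut at about 40% in these data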;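 also: 0% = DMSO wells and 100% = unlabeled Bim-BH3 peptide control; higher means more loss of mP so more displacement of Bim peptide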
Bcl-xL primary: Bcl-xL (human) inhibition; Q07817; GST-Bcl-xL / FITC-Bim BH3 peptide fluorescence polarization; inhibition, % at 10.9 µM; actives 0.7% (n = 320,000); AID 2129;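 active = inhibition above the mean of all tested compounds plus 3 SD, cutoff set per campaign, cut at about 30% in these data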;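 also: 0% = DMSO wells and 100% = unlabeled Bim-BH3 peptide competitor; inhibitors lower millipolarization by displacing the labeled peptide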
Target sequence (Q07817 whole entry, looked up): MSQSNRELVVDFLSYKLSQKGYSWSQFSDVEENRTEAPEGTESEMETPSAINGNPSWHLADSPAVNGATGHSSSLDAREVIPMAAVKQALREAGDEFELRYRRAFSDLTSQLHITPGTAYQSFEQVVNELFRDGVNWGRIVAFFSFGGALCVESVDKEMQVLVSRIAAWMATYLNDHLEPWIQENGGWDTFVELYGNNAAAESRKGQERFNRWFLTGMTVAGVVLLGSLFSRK
Starred values were filed as active, the others as inactive; ? = inconclusive; / = no result given.

SMILES	PME-1 inh	GLD-1 TGE inh	PAFAH1B2 inh	Fam108B inh	MEX-5 binding	AHR act	pPAFAH FP inh	MCL1 BIM primary	Bcl-xL primary
C=CCn1cc(C=C2C(=O)N(C)C(=O)N(C)C2=O)c2ccccc21	-2	-12	8	-5	1.4	16	0	-7	-1
CC(C)=CCc1c(O)cc2c(c1O)C(=O)CC(c1ccc(O)cc1)O2 (stereo not given)	-17	10	1	-8	-1.6	42	-2	-1	4
O=C(c1cc(C(=O)NCc2ccccc2)c(=O)n(Cc2ccccc2)c1)c1cc(Br)ccc1O	-39	-4	-5	-15	0.4	1	1	-15	-11
Cc1cccnc1-n1c(CN2C(=O)c3ccccc3C2=O)nc2ccccc2c1=O	6	-15	4	1	-0.8	0	-2	3	0
Cc1nn(Cc2ccccc2Cl)c(Cl)c1C(=O)OCC(=O)NC(=O)NC1CCCCC1	-10	7	-4	-4	-0.4	1	2	-2	-2
O=C(COc1ccc(Cl)cc1)N(c1ccccc1Cl)C1CN2CCC1CC2 (stereo not given)	8	2	-1	-2	1.4	0	6	-1	8
CC1=CC(=O)C2=C(C)CC(O)C3C(C)C(=O)OC3C12 (stereo not given)	1	5	-2	2	1.6	0	2	2	-1
O=C(c1cn(Cc2ccccc2F)c2ncccc12)C(F)(F)F	-9	0	-4	-1	1.1	2	-4	-2	5
CN(c1ccccc1)c1ccc([N+](=O)[O-])c2nonc12	-3	-20	-3	-3	9.3	0	2	-25	-13
CCCC(C)n1[nH]c(=O)c2c1NC(=O)CSC2c1ccc(OC)c(OC)c1 (stereo not given)	-5	3	6	-3	-3.3	1	6	6	3
CCOc1cc2c(cc1OCC)-n1cccc1C(c1ccc(C(C)C)cc1)NC2 (stereo not given)	-3	-6	3	5	0.0	3	6	-8	0
Cc1ncc(CN2CCCC(C(=O)c3cccc(OC(C)C)c3)C2)s1 (stereo not given)	3	6	-1	2	-3.9	5	6	7	0
O=C1NC(=O)C(Sc2ccccc2[N+](=O)[O-])C(=O)N1	1	0	8	7	-2.9	2	8	18	16
O=C(Nc1cccnc1)c1c(O)c2c(n(Cc3ccccc3)c1=O)CCCC2	-9	12	-5	-9	-0.9	-1	0	0	3
COCCNC(=O)CN1C2CCC1CC(O)(c1cccnc1)C2 (stereo not given)	-5	-2	5	-2	-1.4	0	7	-6	2
O=c1c2ccccc2nc(-c2ccccc2)n1-c1ccc(O)cc1	0	9	4	4	0.3	1	5	1	4
CC(NS(C)(=O)=O)c1nnc2n1-c1ccc(Br)cc1C(c1ccccc1Cl)=NC2 (stereo not given)	1	4	2	-2	-1.7	1	1	0	6
CC1=NN(c2ccccc2)C(=O)C1/C=C1/C(=O)NC(=O)N(c2cc(C)cc(C)c2)C1=O (stereo not given)	0	-19	3	-1	2.3	9	4	-23	-11
C=C1[C@@H](OC(C)=O)[C@]23C[C@@H]1[C@@H](OC(C)=O)CC2[C@]12C4C[C@H]3[C@H]1N(CC)C[C@]4(C)CC[C@@H]2O (stereo not given in full)	0	3	-4	-1	0.5	-1	4	-2	0
O=C(N/N=C/c1c(O)n(Cc2ccc(F)cc2)c(=O)[nH]c1=O)c1ccccc1O	19	-7	35*	14	?	7	32*	18	7
CN1C(=O)C(=Cc2ccc(SC3CCCCC3)o2)C(=O)N(C)C1=O	3	0	20	0	-4.8	4	12	3	6
FC(F)(F)/C(=N\P(=S)(N1CCOCC1)N1CCOCC1)N1CCOCC1	-3	1	-3	-1	-6.6	1	-6	4	2
CC12CN3CC(c4ccccc4)(CN(C1)C31CCCCC1)C2=O	-6	4	3	-7	0.6	0	2	5	3
CCOc1c(Cl)cc(CNC(C)C(O)c2ccccc2)cc1OC (stereo not given)	-2	-11	-1	5	-1.8	1	0	7	5
O=c1c2ccccc2nc(Cc2ccccc2)n1-c1ccc(O)cc1	-8	4	7	-2	1.1	-1	5	-4	4
CCOC(=O)C1(Cc2ccc(Cl)cc2)CCN(C(C)CCn2cccn2)CC1 (stereo not given)	2	-1	4	-2	-2.4	-3	0	6	6
CN(C(=O)Oc1cccc2cccnc12)c1ccccc1	-1	6	9	-4	0.2	0	-6	-4	-1
CN1C(=O)C(O)N=C(c2ccccc2)c2ccccc21 (stereo not given)	1	-2	6	-1	0.4	-1	0	12	6
CCCC1(CCC)C(=O)NC(=NCc2ccccc2)NC1=O	-8	3	2	-7	1.6	-1	2	6	9
O=C1NC(=O)C(CCc2ccncc2)(CCc2ccncc2)C(=O)N1Cc1ccccc1	3	-1	4	1	1.1	5	-1	-4	4
O=C1Nc2ccccc2Sc2ccccc21	2	0	8	4	-1.1	-2	0	-1	1
Cc1cccc(NP(=O)(Oc2ccccc2)Oc2ccccc2)c1C	3	-4	-3	0	-2.6	0	4	5	5
O=C(CCn1c(=O)oc2ccccc21)N1CCC2(CC1)OCCO2	-5	6	6	7	-1.0	3	-1	4	1
COc1ccc(Cn2c(O)c(/C=N/NC(=O)c3ccncc3)c(=O)[nH]c2=O)cc1	-5	-2	10	3	-2.5	7	5	9	-3
O=C(Cc1ccccc1)NC(Oc1ccccc1Cl)C(Cl)(Cl)Cl (stereo not given)	5	2	3	2	0.5	0	1	-7	-3
C/C=C1/C[C@@H](C)[C@](O)(CO)C(=O)OCC2=CCN3CC[C@@H](OC1=O)[C@@H]23	5	4	5	3	/	-1	6	10	4
CCOC(=O)C(O)(c1ccc(N(C)C(=O)COc2ccccc2)cc1)C(F)(F)F (stereo not given)	2	0	3	4	1.1	-1	6	3	3
COc1ccc(C(c2ccc(OC)cc2)C(Cl)(Cl)Cl)cc1	-4	2	13	/	/	-2	2	-10	5
Cc1ccc(-c2nc(N3CCOCC3)s[n+]2-c2ccccc2)cc1	0	6	-6	6	5.7	2	0	-8	-42
CCC(C)(C)n1nnnc1CN1CCC(n2c(C)nc3cc(C(F)(F)F)ccc32)CC1	-4	0	9	8	1.9	2	3	4	7
CC(C(N)=O)N1CC(c2ccc(Cl)cc2)CC1=O (stereo not given)	1	8	3	5	1.3	0	2	12	9
CS(=O)(=O)Nc1ccc(Cc2noc(-c3ccc4[nH]cc(CCN)c4c3)n2)cc1	0	5	/	-4	-5.9	5	2	-4	0
Nc1ccccc1N=Cc1c(O)n(CCC2=CCCCC2)c(=O)[nH]c1=O	8	5	0	-2	1.2	10	2	4	3
CSc1ncc(Cl)c(C(=O)O)n1 (tested in a mixture with another compound)	2	3	-2	2	0.2	2	2	0	-2
N/C(=N\[N+](=O)[O-])N/N=C/c1ccc(O)cc1	7	10	5	2	0.0	11	3	0	4
CC(=O)Nc1ccccc1OC(=O)N(C)C	-7	4	7	-3	-1.6	0	1	1	5
Cc1cccc(NC(=O)CSc2nnc([C@@H](N)Cc3c[nH]c4ccccc34)o2)c1C	-1	4	5	0	0.3	22	4	8	9
CS(=O)(=O)c1ccc(C(=O)N2CCC(C(=O)O)(c3ccccc3)CC2)cc1	1	1	-3	0	0.2	-1	0	2	3
COc1ccc(C)cc1NC1=NC(C)(C)CS1	0	-4	2	-2	0.8	-2	-1	1	4
CCC(=NCc1cccnc1)c1c(O)n(-c2ccc(C)cc2)c(=O)[nH]c1=O	2	0	-2	4	-2.6	3	8	11	6
CN(C)C(=O)Oc1ccc2c(=O)c(Oc3ccccc3Br)coc2c1	1	6	2	-5	-0.4	-3	2	0	-2
CC1CCC/C=C/C2CC(O)CC2C(O)/C=C/C(=O)O1 (stereo not given)	-4	-4	3	4	0.6	-3	-2	2	1
COC(=O)C1CN(C#N)N(c2ccc(Cl)cc2)C12c1ccccc1-c1ccccc12 (stereo not given)	4	12	5	-1	4.7	7	4	-2	2
CN1CCN(S(=O)(=O)c2ccc(Cl)nc2)CC1	2	-2	10	-3	0.4	3	1	-5	4
CCOP(=O)(C#CC(C)(C)C)C(O)(c1ccccc1)C(F)(F)F (stereo not given)	9	-1	14	-6	-0.5	-1	1	5	10
CCCCn1nc(C)c(C(=O)O)c1Cl	0	4	0	4	0.5	0	-3	-2	0
COC(=O)C1=C(c2ccc(F)cc2OCc2ccccc2)C[C@@H]2CC[C@H]1N2C(=O)N1CCC(C)CC1	4	-3	0	/	/	0	1	-3	1
CCN(CC)C(=O)c1ccc(NC(=S)NC(=O)CCc2ccccc2)cc1	1	-10	3	1	-0.9	-3	8	2	13
Nc1nc(SCCC(F)=C(F)F)n[nH]1	2	4	2	2	-0.5	5	4	-1	3
COC(=O)C1=C(c2c(C)noc2C)C[C@@H]2CC[C@H]1N2C(=O)N1CCc2cc(OC)c(OC)cc2C1	2	0	10	/	/	1	1	0	2

Reformatted in markdown: entries from further up
| Compound | PME-1 inh | GLD-1 TGE inh | PAFAH1B2 inh | Fam108B inh | MEX-5 binding | AHR act | pPAFAH FP inh | MCL1 BIM primary | Bcl-xL primary |
| --- | --- | --- | --- | --- | --- | --- | --- | --- | --- |
| COc1ccc(C)cc1NC1=NC(C)(C)CS1 | 0 | -4 | 2 | -2 | 0.8 | -2 | -1 | 1 | 4 |
| CCC(=NCc1cccnc1)c1c(O)n(-c2ccc(C)cc2)c(=O)[nH]c1=O | 2 | 0 | -2 | 4 | -2.6 | 3 | 8 | 11 | 6 |
| CN(C)C(=O)Oc1ccc2c(=O)c(Oc3ccccc3Br)coc2c1 | 1 | 6 | 2 | -5 | -0.4 | -3 | 2 | 0 | -2 |
| CC1CCC/C=C/C2CC(O)CC2C(O)/C=C/C(=O)O1 (stereo not given) | -4 | -4 | 3 | 4 | 0.6 | -3 | -2 | 2 | 1 |
| COC(=O)C1CN(C#N)N(c2ccc(Cl)cc2)C12c1ccccc1-c1ccccc12 (stereo not given) | 4 | 12 | 5 | -1 | 4.7 | 7 | 4 | -2 | 2 |
| CN1CCN(S(=O)(=O)c2ccc(Cl)nc2)CC1 | 2 | -2 | 10 | -3 | 0.4 | 3 | 1 | -5 | 4 |
| CCOP(=O)(C#CC(C)(C)C)C(O)(c1ccccc1)C(F)(F)F (stereo not given) | 9 | -1 | 14 | -6 | -0.5 | -1 | 1 | 5 | 10 |
| CCCCn1nc(C)c(C(=O)O)c1Cl | 0 | 4 | 0 | 4 | 0.5 | 0 | -3 | -2 | 0 |
| COC(=O)C1=C(c2ccc(F)cc2OCc2ccccc2)C[C@@H]2CC[C@H]1N2C(=O)N1CCC(C)CC1 | 4 | -3 | 0 | / | / | 0 | 1 | -3 | 1 |
| CCN(CC)C(=O)c1ccc(NC(=S)NC(=O)CCc2ccccc2)cc1 | 1 | -10 | 3 | 1 | -0.9 | -3 | 8 | 2 | 13 |
| Nc1nc(SCCC(F)=C(F)F)n[nH]1 | 2 | 4 | 2 | 2 | -0.5 | 5 | 4 | -1 | 3 |
| COC(=O)C1=C(c2c(C)noc2C)C[C@@H]2CC[C@H]1N2C(=O)N1CCc2cc(OC)c(OC)cc2C1 | 2 | 0 | 10 | / | / | 1 | 1 | 0 | 2 |

This is a subset; count on the stated rates, not on these rows.
